Keap1-Nrf2 PPI – Keap1-Nrf2 (human) interaction inhibition | Keap1 Kelch-Nrf2 peptide fluorescence polarization, 1536-well | hit rate 0.15% among 340,000 | inhibition, % at 9.4 µM | Q14145; in the data active means inhibition above about 12%;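 further: human Keap1 Kelch domain with fluorescein labeled Nrf2 9mer peptide probe; 0% = neutral control wells and 100% = peptide positive control; higher means more block of Keap1 binding to Nrf2 peptide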
Arr AP2 block – inhibitors of human beta-arrestin and AP2 interaction; hit rate 0.31% among 340,000; FITC-arrestin peptide / GST-AP2 beads, flow cytometry; AP2 beta2 appendage carries R879A mutation; inhibition, % at 10 µM;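 active means inhibition above a set limit, near 3 SD of compounds lacking own fluorescence, cut at about 54% in these data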;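 further: plate controls were DMSO wells for no effect and 5 µM unlabelled arrestin peptide for full effect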
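System: GST-AP2 R879A bound to glutathione beads, E. coli-expressed. Also added: 50 nM FITC-arrestin peptide. Schedule: compound with beads 12 min RT, then probe 1 h RT. Signal: bead flow cytometry, FITC channel. Read-out basis: percent response.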
NSD2 HMT inh – NSD2 (human) methyltransferase inhibition; O96028; NSD2 peptide methylation, AlphaScreen, 120 min; inhibition, % at 12.5 µM; hit rate 0.54% among 310,000; AID 743445; in the data active means inhibition above about 50%
DSG3 Ab inh – human desmoglein-3 autoantibody binding inhibition; P32926; DSG3-coupled beads, scFv-anti-DSG3-GFP binding, flow cytometry; active compounds read low; binding (percent of control), % at 10 µM; hit rate 0.48% among 310,000; AID 588358;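 active means binding more than 3 SD below its plate's average and above zero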;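 further: hits lower antibody fragment binding to DSG3; some compounds called inactive have numbers as strong as hits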
Target sequence (P32926 whole entry, looked up, the tested form may be a part): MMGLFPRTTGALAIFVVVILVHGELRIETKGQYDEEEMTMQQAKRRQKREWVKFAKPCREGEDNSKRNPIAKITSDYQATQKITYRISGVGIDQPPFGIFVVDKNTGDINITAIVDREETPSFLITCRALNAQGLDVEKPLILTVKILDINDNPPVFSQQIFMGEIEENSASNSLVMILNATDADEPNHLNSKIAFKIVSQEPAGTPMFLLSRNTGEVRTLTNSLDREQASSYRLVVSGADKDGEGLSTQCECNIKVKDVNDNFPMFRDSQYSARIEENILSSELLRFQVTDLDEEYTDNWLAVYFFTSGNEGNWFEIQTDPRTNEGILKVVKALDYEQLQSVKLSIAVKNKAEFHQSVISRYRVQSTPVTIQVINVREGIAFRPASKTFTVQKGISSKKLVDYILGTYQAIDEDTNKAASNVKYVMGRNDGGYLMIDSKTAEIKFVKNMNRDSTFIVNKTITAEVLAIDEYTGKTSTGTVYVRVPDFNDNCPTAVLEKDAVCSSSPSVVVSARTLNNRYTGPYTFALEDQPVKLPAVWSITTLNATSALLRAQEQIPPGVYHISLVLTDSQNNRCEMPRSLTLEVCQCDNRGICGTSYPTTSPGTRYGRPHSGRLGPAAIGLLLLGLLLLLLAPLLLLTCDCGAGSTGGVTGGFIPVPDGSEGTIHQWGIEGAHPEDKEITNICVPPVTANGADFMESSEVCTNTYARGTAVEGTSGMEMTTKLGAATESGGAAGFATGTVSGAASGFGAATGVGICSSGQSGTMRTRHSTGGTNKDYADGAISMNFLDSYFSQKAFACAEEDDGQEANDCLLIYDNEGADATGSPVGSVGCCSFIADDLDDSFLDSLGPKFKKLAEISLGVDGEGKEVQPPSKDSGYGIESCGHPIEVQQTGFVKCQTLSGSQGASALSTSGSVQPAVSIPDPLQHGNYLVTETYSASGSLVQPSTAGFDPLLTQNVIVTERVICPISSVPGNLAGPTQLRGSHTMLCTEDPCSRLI
V-ATPase pHluor – regulators of yeast V-ATPase proton transport; hit rate 0.37% among 350,000; response, % at 10 µM; S. cerevisiae, pHLuorin cytosolic pH fluorescence; in the data active means response mostly above about 7.3%, no sharp cut-off; inactive means mostly below about 5.4%; further: actives read high; inactives centre near 0; some compounds called inactive have numbers as strong as hits
CAL PDZ FP-1 – blocks peptide binding to human CAL PDZ domain | AID 504414 | inhibition, % at 20 µM | purified CAL PDZ, TMR-peptide fluorescence polarization, 1 h | hit rate 0.02% among 330,000 | Q9HD26;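 active means highest replicate inhibition of at least 40%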;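 further: plate controls were DMSO neutral control wells for no effect and unlabeled competitor peptide control wells for full effect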
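Control set: unlabelled peptide and DMSO controls / Material: purified CerCALP PDZ construct / Timing: 1 h incubation at room temperature before polarization reading / Doses: 20 µM, one dose / Detection: fluorescence polarization (mP)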
LANA DNA inh – blocks KSHV LANA C-terminal domain binding to DNA; inhibition, % at 9 µM; MBP-C-LANA/FAM-LBS DNA binding, fluorescence polarization; hit rate 0.078% among 340,000;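 active means highest replicate inhibition at or above 60% at 9 µM, even if other replicates fall short; inactive means all replicates below 60% inhibition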;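 further: 0% = neutral control wells and 100% = 4 µM acridine orange control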
CAL PDZ FP-2 – CAL PDZ (human) peptide binding inhibition; purified CAL PDZ, TMR-peptide fluorescence polarization, 1 h; hit rate 0.92% among 300,000; Q9HD26; AID 602252; inhibition, % at 24.9 µM;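 active means mean inhibition of at least 30% with at least half of replicates also reaching 30%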;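 further: 0% = DMSO neutral control and 100% = excess unlabeled competitor peptide PRC23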
DAGLB inh – diacylglycerol lipase beta (human) inhibition | Q8NCG7 | HEK293T DAGLB membrane lysate, EnzChek fluorogenic substrate | inhibition, % at 5.17 µM | hit rate 0.059% among 340,000; in the data active means inhibition above about 34%;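 further: 0% = enzyme with vehicle and 100% = wells lacking enzyme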
Cardiac RTF inh – cardiac RTF calcium desensitization. IANBD-labeled cardiac RTF, Ca2+ fluorescence. inhibition, % at 7.15 µM. hit rate 0.12% among 340,000;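 active means inhibition above the mean inhibition of all tested compounds plus 3 SD, cut at about 17% in these data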;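 further: assay run at fixed EC70 calcium of 1.6 mM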
An asterisk follows results filed as active; / = not tested or not shown.

SMILES | Keap1-Nrf2 PPI | Arr AP2 block | NSD2 HMT inh | DSG3 Ab inh | V-ATPase pHluor | CAL PDZ FP-1 | LANA DNA inh | CAL PDZ FP-2 | DAGLB inh | Cardiac RTF inh
Cc1ccc2nc(SCC(=O)Nc3ccc4c(c3)CCC4)[nH]c2c1 | -5 | 15 | -1 | 103 | 0 | 0.6 | -5.0 | -4 | -4 | -3
O=S(=O)(c1ccc(Br)s1)N1CCCCC1 | 3 | 1 | -4 | 102 | 1 | -2.1 | -2.3 | 0 | -1 | 2
O=[N+]([O-])c1ccccc1/C=C/C=N/n1c(-c2ccco2)n[nH]c1=S | -3 | 10 | 7 | 85 | 4 | -1.8 | -0.1 | -1 | 3 | -14
Cc1cc(NC(=O)c2ccccc2)ncc1NC(=O)c1ccco1 | -2 | 0 | -6 | 103 | -6 | -4.4 | -1.6 | -8 | 0 | -11
O=S(=O)(c1ccc(Br)cc1)N1CCN(c2ccccc2)CC1 | -1 | -5 | -4 | 100 | 5 | / | 0.2 | -4 | -8 | -1
Cc1cc(NC(=O)C(C)Oc2ccc(C(C)(C)C)cc2)no1 (configuration not stated) | -1 | -4 | 0 | 98 | 2 | -2.2 | 0.4 | -5 | -3 | 2
Cc1ccc(-n2ncc3c2CC(C)(C)CC3NC(=O)CCc2cnn(C)c2)cc1 (configuration not stated) | -2 | 43 | -3 | 112 | 2 | -2.2 | 0.6 | 1 | 5 | 1
Cc1ccc(C(=O)O/N=C(\N)Cc2ccc([N+](=O)[O-])cc2)c(Cl)c1 | 2 | -8 | 2 | / | 1 | 0.3 | -2.8 | -2 | -15 | -4
CCOC(=O)C(Cc1ccc(O)cc1)NC(=O)CNC(=O)C1CCCN1C(=O)OC(C)(C)C (configuration not stated) | -3 | -2 | 2 | 108 | -1 | -0.3 | -1.7 | 1 | / | /
COc1cc(OC)c(/C=N/n2c(C3CCCCC3)n[nH]c2=S)c(OC)c1 | -6 | 1 | 33 | 93 | 0 | 0.8 | 7.4 | -1 | -2 | 3
COc1cccc(N=Cc2c[nH][nH]c2=O)c1 | -2 | 16 | 11 | / | -2 | 0.5 | -1.3 | -1 | 2 | -8
CCOC(=O)N1CCN(C(=O)Cn2c(=O)sc3ccccc32)CC1 | 2 | 1 | / | 102 | 1 | / | 1.1 | -3 | 0 | -5
CC(C)Cc1nnc(NC(=O)CCC(=O)Nc2ccc3cn[nH]c3c2)s1 | -3 | 8 | -2 | 107 | -1 | -1.6 | -0.6 | / | 0 | 1
N#Cc1ccc(Cn2c(=O)c(C#N)c3n(c2=O)CCC3)cc1 | -4 | -2 | / | 100 | -2 | -2.9 | 1.0 | 2 | 1 | -1
COc1ccc(-c2cc(C(=O)N3CCN(c4ccc(F)cc4)CC3)no2)cc1OC | -1 | 25 | -7 | 103 | -3 | -1.5 | -0.5 | 1 | -2 | 13
CCN1CCSc2ccc(C(=O)NCc3cc(Br)ccc3OC)cc21 | -2 | -3 | / | 104 | 0 | -1.2 | 0.4 | / | -10 | 3
CCCc1ccc(C(=O)COC(=O)CN2C(=O)NC3(CCCCC3C)C2=O)cc1 (configuration not stated) | -4 | -5 | 0 | 94 | 0 | -1.7 | -2.7 | / | -3 | 3
CCc1ccc(N2CCN(C(=O)c3ccc4c(c3)OCO4)CC2)cc1 | 0 | 26 | 10 | 112 | 2 | -1.4 | 0.3 | -2 | -2 | 0
NC(=S)N/N=C/c1ccc(-c2cccc([N+](=O)[O-])c2)o1 | -8 | 12 | 2 | 95 | 0 | -2.1 | -1.4 | -2 | 1 | -4
O=S(=O)(c1ccc(F)cc1)N1CCN(C(=S)NCC2CCCO2)CC1 (configuration not stated) | -1 | 35 | 4 | 103 | 1 | -2.1 | 0.7 | -4 | 0 | -3
CSC1=NSC2=NC(=O)/C(=C/c3coc4ccccc4c3=O)C(=N)N12 | -86 | -13 | 75* | 101 | -1 | -2.2 | 23 | -4 | -66 | -253
CCN(C(=O)c1cc([N+](=O)[O-])ccc1NCc1cccnc1)c1ccccc1 | -2 | 17 | 2 | 114 | 1 | -2.1 | 3.5 | -3 | 1 | -4
O=C(NCc1ccco1)C1CC(c2ccc(Cl)cc2)=NO1 (configuration not stated) | -4 | 12 | -3 | 103 | -1 | -2.3 | 0.4 | 2 | 2 | 4
C=CCN(C(=O)CNC(=O)c1ccco1)C(C(=O)NC1CCCCC1)c1ccc(OC)cc1 (configuration not stated) | 0 | 1 | 1 | / | 18 | -1.0 | -0.5 | -4 | 0 | 1
COc1ccc(OC(=O)c2cccc([N+](=O)[O-])c2)c(C(=O)/C=C/c2cccs2)c1 | -2 | -6 | 0 | 92 | 0 | 0.3 | -0.2 | 4 | 2 | 2

Given field by field: 3 of the compounds above
CC(C)Cc1nnc(NC(=O)CCC(=O)Nc2ccc3cn[nH]c3c2)s1
  Keap1-Nrf2 PPI = -3 | Arr AP2 block = 8 | NSD2 HMT inh = -2 | DSG3 Ab inh = 107 | V-ATPase pHluor = -1 | CAL PDZ FP-1 = -1.6 | LANA DNA inh = -0.6 | CAL PDZ FP-2 = / | DAGLB inh = 0 | Cardiac RTF inh = 1

CSC1=NSC2=NC(=O)/C(=C/c3coc4ccccc4c3=O)C(=N)N12
  Keap1-Nrf2 PPI = -86 | Arr AP2 block = -13 | NSD2 HMT inh = 75* | DSG3 Ab inh = 101 | V-ATPase pHluor = -1 | CAL PDZ FP-1 = -2.2 | LANA DNA inh = 23 | CAL PDZ FP-2 = -4 | DAGLB inh = -66 | Cardiac RTF inh = -253

Cc1cc(NC(=O)C(C)Oc2ccc(C(C)(C)C)cc2)no1 (configuration not stated)
  Keap1-Nrf2 PPI = -1 | Arr AP2 block = -4 | NSD2 HMT inh = 0 | DSG3 Ab inh = 98 | V-ATPase pHluor = 2 | CAL PDZ FP-1 = -2.2 | LANA DNA inh = 0.4 | CAL PDZ FP-2 = -5 | DAGLB inh = -3 | Cardiac RTF inh = 2

New compounds follow:
SMILES | Keap1-Nrf2 PPI | Arr AP2 block | NSD2 HMT inh | DSG3 Ab inh | V-ATPase pHluor | CAL PDZ FP-1 | LANA DNA inh | CAL PDZ FP-2 | DAGLB inh | Cardiac RTF inh
COc1ccc(C2=Nn3c(nnc3-c3ccccc3OC)SC2)cc1OC1CCOC1 (configuration not stated) | -9 | 3 | / | 110 | 2 | -0.4 | -0.1 | 0 | 0 | -8
Cc1nn2cc(-c3ccccc3)nc2[nH]c1=O | -2 | 16 | 0 | 95 | -1 | -0.1 | -0.9 | -3 | -2 | -4
CSc1ccccc1NC(=O)COc1nsnc1N1CCOCC1 | -5 | 9 | 1 | 109 | 1 | -1.9 | 0.7 | -1 | -5 | 0
CSc1ccc(S(=O)(=O)N2CCC(C(=O)NCc3ccco3)CC2)cc1 | -8 | 14 | 1 | 103 | 2 | -2.4 | -1.4 | -2 | -2 | -2
COc1ccc(-n2nnnc2SCC(=O)NC2CCS(=O)(=O)C2)cc1 (configuration not stated) | -2 | 38 | -2 | / | 0 | 0.1 | 1.4 | -2 | 0 | 0
Cc1nc2c(=O)[nH]c(=S)n(C)c2nc1C | -2 | 28 | -2 | 115 | 1 | -0.6 | -0.4 | -4 | -2 | -16
COc1cc(S(=O)(=O)NCC(c2ccco2)N2CCCCC2)ccc1NC(C)=O (configuration not stated) | 3 | 26 | -4 | / | 6 | 0.1 | -1.4 | -1 | -2 | 0
Nc1ccc(NC(=O)Nc2ccc(N)cc2)cc1 | 5 | -10 | 18 | 99 | 1 | 1.1 | 0.3 | -1 | 5 | -6
COc1ccc(NC(=O)CS(=O)CC(=O)Nc2cc(Cl)ccc2OC)cc1 (configuration not stated) | -1 | -8 | 0 | 99 | 4 | -2.5 | -1.3 | 0 | -2 | -8
CN1C(=S)SC(N(O)C(=O)Nc2ccc(Cl)c(Cl)c2)C1(C)C (configuration not stated) | 4 | 0 | 3 | 97 | -1 | -2.7 | -0.2 | -3 | 1 | 5
CC(NC(=O)OCc1ccccc1)C(=O)Oc1cc2oc(=O)cc(-c3ccccc3)c2cc1Cl (configuration not stated) | -1 | -3 | -2 | / | -1 | -0.9 | 0.0 | -9 | 5 | 0
Cc1ccc(-c2cccc(C3CC=CC4C3C(=O)N(Cc3ccccc3)C4c3ccc(C(F)(F)F)cc3)c2)cc1 (configuration not stated) | 2 | 5 | / | / | -4 | -1.9 | -0.8 | 0 | -10 | -6
COCCn1nnnc1C(c1ccc(OC)c(OC)c1)N1CCN(C(=O)c2ccco2)CC1 (configuration not stated) | -5 | 15 | / | 118 | 1 | -0.3 | -0.1 | / | -1 | -1
O=C(CN1C(=O)C2CC=CCC2C1=O)Nc1nc2ccc(F)cc2s1 (configuration not stated) | 2 | 35 | 3 | 100 | -1 | -1.0 | -0.2 | -1 | 0 | -5
C=CCN1CCc2c(cc(O)c(O)c2Cl)C(c2ccccc2)C1 (configuration not stated) | 1 | 1 | / | 105 | 0 | -0.5 | 1.1 | -1 | 7 | 0
CCOC(=O)C1=C(N)Oc2c(oc(CO)cc2=O)C1c1ccccc1 (configuration not stated) | 1 | 3 | -2 | 121 | -2 | -2.5 | 0.9 | -5 | 1 | -3
Clc1ccc(-c2nc(/C=N/N3CCOCC3)c3ccccn23)cc1 | 1 | -6 | / | 117 | 0 | 0.6 | 0.7 | 2 | 3 | 0
O=C(Nc1ccccc1Cl)NC1(C(=O)NCc2ccncc2)CCCCC1 | -4 | 8 | 0 | / | 1 | -1.3 | -0.8 | -2 | -2 | 11
Cc1cc(CNC(=O)Nc2ccc3c(c2)OCO3)nn1C | -2 | 6 | -2 | 97 | -8 | -0.6 | -0.5 | -2 | 1 | 4
Cc1ccc(C(=O)N(Cc2ccc3c(c2)OCO3)Cc2nc3ccccc3c(=O)[nH]2)cc1 | -2 | 1 | 3 | 98 | -1 | -2.1 | -1.4 | -3 | 6 | 5

Three records drawn at random from the list so far:
SMILES | Keap1-Nrf2 PPI | Arr AP2 block | NSD2 HMT inh | DSG3 Ab inh | V-ATPase pHluor | CAL PDZ FP-1 | LANA DNA inh | CAL PDZ FP-2 | DAGLB inh | Cardiac RTF inh
COc1ccc(C2=Nn3c(nnc3-c3ccccc3OC)SC2)cc1OC1CCOC1 (configuration not stated) | -9 | 3 | / | 110 | 2 | -0.4 | -0.1 | 0 | 0 | -8
COCCn1nnnc1C(c1ccc(OC)c(OC)c1)N1CCN(C(=O)c2ccco2)CC1 (configuration not stated) | -5 | 15 | / | 118 | 1 | -0.3 | -0.1 | / | -1 | -1
Cc1cc(NC(=O)C(C)Oc2ccc(C(C)(C)C)cc2)no1 (configuration not stated) | -1 | -4 | 0 | 98 | 2 | -2.2 | 0.4 | -5 | -3 | 2

Screens deposited in PubChem BioAssay by several laboratories.

This is a subset. The share of hits here may be higher or lower than overall.
